High-throughput results deposited in PubChem by National Center for Advancing Translational Sciences (NCATS).
MBNL1 CUG block – inhibitors of human MBNL1 binding to CUG repeat RNA; Potency, µM (series often up to 57.5 µM), without a hit: top-dose activity change, negative = inhibition, usual class: inhibitors; 280,000 compounds, 0.036% hits; TR-FRET MBNL1-His/biotin-(CUG)12 binding, 665/545 ratio; AID 2675; active = well fitted inhibition curve with a large enough effect in the signal ratio, with a control signal flat, not every such curve was filed as active; inconclusive = small, poorly fitted or top-dose-only effect, or effect the other way, or a change in a side signal; inactive = no such curve, though single readings can be large or run the other way; the % refers to the signal ratio; also: % is scaled to controls: 0 for no effect and ±100 for the full control effect
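TR-FRET between His-tagged MBNL1 and biotin-(CUG)12 RNA, detected with Tb anti-His antibody (0.055 ng/ul) and streptavidin-XL665 (5 nM), 60 min at room temperature. Compounds titrated 92 nM to 58 uM; 665/545 nm ratio normalized to buffer and complex controls.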
ELG1 genotoxic – genotoxicity induction in ELG1-luciferase HEK293T cells; Potency, µM (top dose mostly 46 µM), for the others: top-dose activity change, positive = activation, actives largely listed as activators; HEK293T ELG1-luciferase reporter, luminescence, 16 h; 330,000 compounds, 1.3% hits; also: % of control where 0% means no effect; nearly all actives have a fitted effect of over 60% in size
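HEK293T cells expressing luciferase-tagged ELG1 were treated with compound or DMSO for 16 hr at 37°C. Luciferase activity was then read after 30 min with ONE-Glo at room temperature; rising signal flags genetic stress.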
RORg inh – blocks mouse ROR gamma transcriptional activity; P51450; Drosophila S2 Gal4-RORgamma UAS-luciferase reporter, 20 h; 310,000 compounds, 5.4% hits; Potency, µM (highest dose often 53.6 µM), for the others: at the top dose activity change, negative = inhibition, usual class: inhibitors; also: % is scaled to controls: 0 for no effect and ±100 for the full control effect; nearly all actives have a fitted effect of over 60% in size
Target sequence (P51450 whole entry, looked up, the tested form may be a part): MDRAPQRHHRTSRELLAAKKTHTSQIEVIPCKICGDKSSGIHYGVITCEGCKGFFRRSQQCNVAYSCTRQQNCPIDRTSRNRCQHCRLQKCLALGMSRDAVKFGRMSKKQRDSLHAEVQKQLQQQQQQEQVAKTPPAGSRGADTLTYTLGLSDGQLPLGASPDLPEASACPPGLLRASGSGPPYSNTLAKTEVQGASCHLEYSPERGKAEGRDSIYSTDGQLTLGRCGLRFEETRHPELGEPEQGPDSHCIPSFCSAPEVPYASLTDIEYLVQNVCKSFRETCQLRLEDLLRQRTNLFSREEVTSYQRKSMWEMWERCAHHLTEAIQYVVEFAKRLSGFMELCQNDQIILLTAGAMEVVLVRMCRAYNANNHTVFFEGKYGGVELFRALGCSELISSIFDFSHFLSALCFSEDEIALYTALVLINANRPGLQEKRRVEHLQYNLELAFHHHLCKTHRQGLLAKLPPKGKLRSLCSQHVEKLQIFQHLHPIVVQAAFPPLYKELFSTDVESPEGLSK
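Drosophila Schneider cells stably carrying a metallothionein-driven Gal4 DBD–ROR gamma fusion and a UAS-Photinus luciferase reporter were exposed to compound for 1 hr, then induced with copper sulfate (700 uM final) for 20 hr at ambient temperature before luminescence reading.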
uPA generation – cell surface uPA generation inhibition | cell surface uPA generation assay, qHTS | Potency, µM (top dose mostly 38.3 µM), for the others: top-dose activity change, negative = inhibition, actives largely listed as inhibitors | 330,000 compounds, 0.31% hits; active = well fitted inhibition curve with a large enough effect; inconclusive = small, poorly fitted or top-dose-only effect; inactive = no such curve, though single readings can be large or run the other way; tested in mouse RAW 264.7 cells; also: % is scaled to controls: 0 for no effect and ±100 for the full control effect; nearly all actives have a fitted effect of over 55% in size
NPC1 prom act – activates the NPC1 promoter | Huh7 NPC1 promoter luciferase reporter, 24 h | AID 485313 | 320,000 compounds, 2.4% hits | Potency, µM (doses to about 9.22 µM), for inactives: at the highest dose activation, usual class: activators;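 also: % of control where 0% means no effect; nearly all actives have a fitted effect of over 60% in size; reporter is driven by a mutant NPC1 promoter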
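Cells: Huh7 expressing luciferase under the NPC1 promoter, 1500/well. Seeded 2 h, compound added, incubated 24 h at 37 °C. Luciferase reagent, 10 min ambient, then luminescence.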
CXXC DNA block – blocks binding of human MLL CXXC domain to DNA; Q03164; MLL-CXXC / FITC-HOXA9 DNA fluorescence polarization; Potency, µM (titrated, usually from 115 µM), for the others: top-dose activity change, negative = inhibition, hits mostly inhibitors; 290,000 compounds, 0.037% hits; active = well fitted inhibition curve with a large enough effect in the polarisation, with a control signal flat, not every such curve was filed as active; inconclusive = small, poorly fitted or top-dose-only effect, or effect the other way, or a change in a side signal; inactive = no such curve, though single readings can be large or run the other way; the % refers to the polarisation
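Fluorescence polarization: 7 uM MLL-CXXC (stock) preincubated 5 min with compounds, then 50 nM fluorescein-HOX-A9 DNA (stock) added; 30 min ambient. Buffer 50 mM Tris-HCl pH 7.5, 50 mM NaCl, 1 mM DTT, 0.05% BSA.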
p53 reactivation – mutant p53 re-activation in reporter cells; 320,000 compounds, 0.063% hits; Potency, µM (titrated, usually from 92.2 µM), without a hit: at the highest dose activity change, positive = activation, most hits filed as activators; H1299 p53-A138V BP100-luciferase reporter, luminescence, 24 h; also: % of control where 0% means no effect; nearly all actives have a fitted effect of over 45% in size
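p53-null H1299 cells stably carrying temperature-sensitive p53-A138V and a BP100-luciferase reporter were pinned with compounds (4-point, 1:5 series) and held 24 hrs at 37 deg C. Luminescence was read 10 min after detection reagent.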
FLuc modulator – firefly luciferase modulation, counter-screen for miR-21 project | P08659 | 360,000 compounds, 6.9% hits | purified FLuc, Km substrates, luminescence inhibition | Potency, µM (series often up to 57.5 µM), without a hit: top-dose activity change, negative = inhibition, actives largely listed as inhibitors | AID 588342;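 also: plate controls were vehicle for no effect and reference inhibitor for full effect; nearly all actives have a fitted effect of over 55% in size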
Target sequence (P08659 whole entry, looked up): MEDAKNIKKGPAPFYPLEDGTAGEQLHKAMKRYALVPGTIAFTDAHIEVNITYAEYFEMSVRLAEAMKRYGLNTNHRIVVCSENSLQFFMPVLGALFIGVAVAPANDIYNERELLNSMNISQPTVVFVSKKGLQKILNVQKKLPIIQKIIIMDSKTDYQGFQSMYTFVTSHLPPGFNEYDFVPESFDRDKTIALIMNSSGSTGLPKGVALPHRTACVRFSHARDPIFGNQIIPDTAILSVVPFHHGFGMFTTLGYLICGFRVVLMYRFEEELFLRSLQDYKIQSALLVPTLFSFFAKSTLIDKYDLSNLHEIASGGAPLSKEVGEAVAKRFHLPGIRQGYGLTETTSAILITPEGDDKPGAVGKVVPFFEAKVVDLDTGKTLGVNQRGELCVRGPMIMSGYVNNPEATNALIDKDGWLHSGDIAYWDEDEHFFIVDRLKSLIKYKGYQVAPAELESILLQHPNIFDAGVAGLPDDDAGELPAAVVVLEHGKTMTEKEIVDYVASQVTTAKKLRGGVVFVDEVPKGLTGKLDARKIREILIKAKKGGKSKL
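Biochemical qHTS of compounds, final roughly 60 µM downward over six points, against 10 nM purified firefly luciferase using Km concentrations of substrates (10 uM D-luciferin, 10 uM ATP) in Tris acetate pH 7.5 buffer; luminescence output.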
Gal4-VP16 FLuc – counter-screen for ROR gamma inhibitors: Gal4-VP16 reporter | 310,000 compounds, 3.5% hits | Potency, µM (highest dose often 53.6 µM), without a hit: at the highest dose activity, negative = inhibition, usual class: inhibitors | Drosophila S2 Gal4-VP16 UAS-luciferase, luminescence, 20 h;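 also: Gal4-VP16 expression switched on by copper sulfate through the metallothionein promoter; % is scaled to controls: 0 for no effect and ±100 for the full control effect; nearly all actives have a fitted effect of over 50% in size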
Rab9 promoter act – Rab9 promoter activation; Huh7 Rab9 promoter-luciferase reporter, luminescence, 24 h; Potency, µM (highest dose often 9.22 µM), inactives show at the highest dose activation, negative = inhibition, hits mostly activators; 320,000 compounds, 2.8% hits; AID 485297; also: % of control where 0% means no effect; nearly all actives have a fitted effect of over 60% in size
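Using Huh7 cells stably transfected with Rab9 promoter–luciferase, compounds were incubated 24 h at 37 °C, 5% CO2; luciferase luminescence was read 10 min after reagent addition.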
BRCA1 expr act – BRCA1 expression activation | MCF7-BRCA1-FFLuc reporter, luminescence, 48 h; response scale: scaled: vehicle 0%, 10 µM genistein 100% | Potency, µM (highest dose often 46.1 µM), without a hit: top-dose activation, hits mostly activators | 380,000 compounds, 1.1% hits | AID 624202; also: nearly all actives have a fitted effect of over 80% in size; some results filed as inactive show a strong effect at the top dose
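Compounds are tested at multiple concentrations on MCF7 BRCA1-luciferase reporter cells seeded at 2000 per well; after 48 h, a single luminescence end-point is taken and curves fitted to the normalized data.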
The depositor's hits bear a star; ? = inconclusive; . = no result given; & = joins results of further samples; [ ] = dose if it differs, or a comment. Unless noted, calls follow the shape of the dose curve; as a rule, active = well fitted curve in the direction sought with a large enough effect; inconclusive = small, poorly fitted or top-dose-only effect, or another doubt; inactive = no such curve, though single readings can be large; an effect the other way counts as inactive or inconclusive. Potency is read from the fitted curve at half-maximal effect. Some of the compounds tested, so the mix of outcomes need not match the whole.

SMILES	MBNL1 CUG block	ELG1 genotoxic	RORg inh	uPA generation	NPC1 prom act	CXXC DNA block	p53 reactivation	FLuc modulator	Gal4-VP16 FLuc	Rab9 promoter act	BRCA1 expr act
CCc1ccc(C(C)NC(=O)c2cc(C)oc2C)cc1 (stereo not drawn)	4%	-2%	?	-8%	-1%	11%	-9%	-1%	?	-8%	3%
Cc1c(C)n(CCCN(C)C)c2ncnc(NC3CCCCC3)c12	-4%	-1%	27%	-3%	-4%	10%	7%	1%	0%	-2%	-15%
COCCCN1CN(Cc2ccccc2)CNC1=S	-1%	0%	11µM*	-3%	0%	6%	-6%	6%	?	-10%	4%
CCC(C)NC(=O)Cc1c(OC)ccc2cc(Br)ccc12 (stereo not drawn)	4%	2%	-2%	8%	-8%	4%	9%	-3%	-15%	-10%	-1%
CCNC(=O)NC(=O)CSc1ccc(S(=O)(=O)N(C)C2CCCCC2)cn1	.	-2%	.	-4%	1%	.	-9%	5%	.	-4%	3%
O=C(Cn1cccc1C(=O)c1ccccc1)NCCCc1ccccc1	0%	0%	3%	3%	-4%	7%	15%	-2%	0%	3%	11%
COc1ccc(C(=O)C2CCCN(C(=O)c3n[nH]c4c3CCCC4)C2)cc1OC (stereo not drawn)	14%	9%	?	-13%	-6%	-2%	0%	-11%	-2%	-8%	3%
CCCc1cc(=O)[nH]c(SCC(=O)Nc2ccc(C)c(S(=O)(=O)N3CCCCC3)c2)n1	.	-2%	.	3%	0%	.	-2%	3%	.	0%	-8%
Cc1nnsc1-c1nnc(SCC(=O)c2ccc(F)cc2)n1C1CC1	5%	-1%	11%	8%	-3%	-4%	-1%	3%	-3%	-3%	6%
CCOC(=O)c1ccc(OCC2NCCc3cc(OC)c(OC)cc32)cc1 (stereo not drawn)	-7%	-2%[9.26 µM]	-3%	-14%	-5%	57%[activator]	-1%	1%	-11%	-2%	5%
COc1ccc(CC(=O)NCc2n[nH]c(=S)n2-c2ccccc2)cc1	-4%	2%	-4%	-1%	-5%	3%	2%	-2%	2%	0%	-2%
CCN=C1SC(CC(=O)Nc2ccc3c(c2)OCO3)C(=O)N1CC (stereo not drawn)	-2%	-8%	-4%	5%	-1%	4%	-4%	?	-1%	-9%	-7%
Cc1nc(NC(=O)C2CC2)sc1C(=O)Nc1cccc(Cl)c1	14%	6%	?	-2%	-2%	25%	.	1%	7%	3%	4%
CCc1ccc(NC(=O)N(Cc2ccco2)C(C)c2cccs2)cc1 (stereo not drawn)	1%	-1%	?	.	-3%	-6%	25%	1%	-3%	-4%	-21%
Fc1ccccc1-c1csc(=Nc2cccnc2)n1CC1CCCO1 (stereo not drawn)	2%	-2%	?	-13%	1%	-7%	8%	-10%	7.1µM*	-3%	-31%
CCOC(=O)C1CCCN(c2cc(=O)n(C3CCCCC3)c(=O)[nH]2)C1 (stereo not drawn)	-3%	-2%	1%	-5%	2%	1%	-2%	3%	4%	2%	-31%
O=C(/C=C/c1ccco1)NCC(=O)N/N=C/c1ccccc1[N+](=O)[O-]	?	18%	42%	-14%	-1%	2%	0%	1%	18%	1%	-54%
CCCOc1cccc(NC(=O)c2c(-c3ccccc3)noc2C)c1	5%	-9%	-3%	-2%	0%	-6%	4%	1%	-9%	-2%	1%
CCOc1ccc(-c2cccc(NC(=O)c3ccco3)c2)nn1	.	-3%	.	-1%	1%	.	-6%	21µM*	.	-4%	-21%
O=C(O)c1ccccc1-c1ccccc1C(=O)Nc1ccccc1Br	3%	-1%	-15%	2%	-3%	47%[activator]	1%	-1%	-12%	0%	6%
COc1ccc(CCNC(=O)c2ccccc2-c2ccccc2C(=O)O)cc1OC	-9%	-1%	-18%	9%	-6%	-4%	5%	2%	3%	5%	-11%
CN1CCN(c2ccccc2NC(=O)c2ccc(-c3ccccc3[N+](=O)[O-])o2)CC1	?	-1%	6%	-5%	0%	16%	?	-19%	7%	11%	-75%
COc1ccccc1NC(=O)COc1ccc(-c2nn(C)c(=O)c3ccccc23)cc1	1%	-50%[inhibitor]	2%	-4%	0%	9%	-5%	0%&3%	-16%	4%	14%&-31%
Cc1ccc(NN=Nc2nc3c([nH]2)c(=O)n(C)c(=O)n3C)cc1	-6%	1%	-7%	8%	8%	9%	?	?	?	1%	33%
C=CCn1c(SCC(=O)NC(=O)NCCC)nnc1C1CCCCC1	-8%	-3%	34%	4%	-4%	-7%	-2%	-1%	-6%	0%	-19%

The results go on:
SMILES	MBNL1 CUG block	ELG1 genotoxic	RORg inh	uPA generation	NPC1 prom act	CXXC DNA block	p53 reactivation	FLuc modulator	Gal4-VP16 FLuc	Rab9 promoter act	BRCA1 expr act
COC(CNC(=O)C1CCC(CNS(=O)(=O)c2c(C)cc(C)cc2C)CC1)OC (stereo not drawn)	40%[activator]	0%	21%	-1%	-6%	10%	-4%	1%	-6%	3%	3%
Cc1noc(/C=C/N(C)C)c1S(=O)(=O)N(C)Cc1ccc(F)cc1	-28%	-5%	-26%	-30%	-4%	5%	5%	1%	4%	-3%	-10%
Cc1ccc(NC(=O)N2CCCC2C(=O)NCC2CCCO2)cc1 (stereo not drawn)	3%	3%	-1%	2%	-3%	-2%	2%	5%	-14%	-3%	1%
Nc1nc(SCC(=O)NCCC(c2ccccc2)c2ccccc2)n[nH]1	0%	-1%	-1%	-1%	-3%	8%	2%	4%	1%	-7%	-17%
COCCCN1C(=O)c2ccc(C(=O)Nc3ccccc3OC)cc2C1=O	?	3%	3%	0%	-2%	-2%	3%	-11%	-1%	-1%	-11%
O=C(NC(=S)Nc1ccccc1O)c1ccccc1Cl	-3%	?	7.1µM*	0%	?	-7%	?	24µM*	?	3.2µM*	-6%
O=C(N/N=C/c1ccco1)c1ccc(OCc2ccccc2)cc1	.	2%	-12%	-2%	-4%	0%	-2%	-3%	-19%	-5%	16%
C=CC[C@H]1CC(C)=C[C@H](CC=C)N1C(=O)c1cc(COc2ccccc2SC)on1	-6%	-5%	33%	-3%	-2%	4%	2%	5%	?	-4%	-29%
O=C(Nc1ccccc1N1CCOCC1)c1cc(F)cc(F)c1	1%	-4%	-21%	1%	-3%	-4%	-1%	-1%	-9%	1%	-4%
O=C(Nc1ccc(-c2csc(-c3ccccc3)n2)cc1)c1ccccc1	13%	3%	?	-2%	-5%	36%[activator]	-1%	0%	?	-2%	-30%
CCOC(=O)N1CCC(NC(=O)c2ccc3c(c2)N(Cc2ccccc2)CCS3)CC1	17%	-22%	19%	?	3%	-1%	1%	0%	-7%	2%	-34%
COc1ccc(NC(=O)CSc2nc(N)c(NC(=O)c3ccccc3F)c(=O)[nH]2)cc1	-2%	0%	-8%	-6%	-3%	5%	11%	-11%	0%	1%	6%
Cc1ccc(CNCc2cc3c(C(C)(C)C)nn(-c4ccccc4)c3[nH]c2=O)cc1	-1%	-3%	?	?	0%	6%	-3%	4%	13µM*	1%	-68%
COc1ccc(CNC(=O)C2CC=CCC2C(=O)O)cc1OC (stereo not drawn)	-10%	-5%	-22%	3%	0%	4%	-5%	1%	-17%	2%	-10%
Cn1nnnc1SCC(=O)Nc1ccc(Cl)cc1Cl	-2%	1%	-3%	.	-4%	3%	-2%	8%	2%	0%	.
Cc1cccc(OCCCC(=O)NC2CCCCC2)c1	1%	2%	?	4%	2%	-5%	-16%	2%	2%	6%	10%
Cc1cc(Br)ccc1NC(=O)CNC(=O)Cc1ccc(S(=O)(=O)N2CCOCC2)s1	.	1%	.	-4%	0%	.	3%	2%	.	-2%	-41%
O=C(c1ccc(S(=O)(=O)N2CCCCC2)cc1)N1CCc2ccccc2C1	-3%	-6%	9%	5%	-2%	-2%	-2%	-1%	4%	-4%	-24%
O=C(CNC(=O)c1ccc2c(c1)S(=O)(=O)N=C1CCCCCN12)Nc1ccc(F)c(F)c1	.	12%	.	2%	-2%	.	-1%	1%	.	-2%	24%
Cc1cc2nc3n(c2cc1C)CC1CC(C(=O)NCCc2cccs2)N(C)C31 (stereo not drawn)	-7%	3%	3%	-11%	-5%	4%	-1%	-1%	-13%	-8%	9%
O=C(O)c1cccnc1-c1ncccc1C(=O)O	-7%	-1%	-11%	-2%	0%	0%	13%	0%	-17%	-3%	-5%
COc1ccc(NC(=O)Nc2ccccc2C(N)=O)cc1OC	-7%	.	0%	-18%	.	-8%	.	19µM*	?	.	-24%
O=C(O)C1C2CCC(CC2)C1C(=O)N1CCN(Cc2ccc(F)cc2)CC1 (stereo not drawn)	-1%	2%	-1%	15%	0%	-16%	-7%	4%	-10%	1%	0%
COc1cc(C(=S)N2CCOCC2)ccc1OC(=O)c1ccccc1	4%	6%	.	10%	-1%	63%[activator]	.	4%	.	-2%	-2%
